Assay outcomes: PubChem, several laboratories
PDI inh: PDI (human) enzyme inhibition | P07237 | PDI insulin aggregation turbidity, A650, 90 min | inhibition, % at 10 µM | 350,000 tested, 0.052% active;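 active = mean inhibition across replicates of 30% or more, whatever share of single replicates reach that level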;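 also: absorbance from insulin aggregation driven by PDI reduction with DTT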
Target sequence (P07237 whole entry, looked up): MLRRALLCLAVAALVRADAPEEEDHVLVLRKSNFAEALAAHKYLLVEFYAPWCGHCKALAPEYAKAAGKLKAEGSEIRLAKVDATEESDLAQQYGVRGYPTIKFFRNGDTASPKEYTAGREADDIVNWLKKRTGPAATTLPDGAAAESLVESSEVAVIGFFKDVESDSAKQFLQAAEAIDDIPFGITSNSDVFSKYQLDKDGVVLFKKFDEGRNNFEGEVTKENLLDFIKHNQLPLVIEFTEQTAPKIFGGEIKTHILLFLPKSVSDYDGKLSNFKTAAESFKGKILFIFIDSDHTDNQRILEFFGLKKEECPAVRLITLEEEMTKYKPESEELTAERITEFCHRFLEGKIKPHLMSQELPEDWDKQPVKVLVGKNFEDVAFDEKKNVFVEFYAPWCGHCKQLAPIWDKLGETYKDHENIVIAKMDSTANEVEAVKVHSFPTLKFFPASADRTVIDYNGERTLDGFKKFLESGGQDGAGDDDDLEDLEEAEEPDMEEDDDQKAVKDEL
m5-HT2A agonist: activates the mouse 5-HT2A serotonin receptor; P35363; CHO-K1 mHTR2A beta-arrestin complementation, luminescence; percent of 30 µM serotonin response; activation, % at 7.6 µM; 360,000 tested, 0.66% active; AID 624169;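 active = activation above a run cutoff, the mean activation of all tested compounds plus 3 SD, cut at about 14% in these data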;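 also: 0% = plate median of compound wells and 100% = 30 µM serotonin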
Target sequence (P35363 whole entry, looked up): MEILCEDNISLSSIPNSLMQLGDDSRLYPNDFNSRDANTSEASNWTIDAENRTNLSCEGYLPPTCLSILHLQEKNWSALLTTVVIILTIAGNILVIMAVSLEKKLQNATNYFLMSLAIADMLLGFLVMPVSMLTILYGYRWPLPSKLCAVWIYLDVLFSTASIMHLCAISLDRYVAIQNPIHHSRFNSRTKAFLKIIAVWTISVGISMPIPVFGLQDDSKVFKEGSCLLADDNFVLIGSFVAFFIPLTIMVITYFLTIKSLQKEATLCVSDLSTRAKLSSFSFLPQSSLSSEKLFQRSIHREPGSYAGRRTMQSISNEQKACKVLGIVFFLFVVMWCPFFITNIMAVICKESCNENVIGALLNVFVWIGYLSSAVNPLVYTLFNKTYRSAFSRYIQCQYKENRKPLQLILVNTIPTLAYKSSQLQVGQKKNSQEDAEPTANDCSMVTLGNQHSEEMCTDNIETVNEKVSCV
Granule exo inh: lytic granule exocytosis inhibition; inhibition, % at 10 µM; 360,000 tested, 0.66% active; TALL-104 LAMP-1 surface exposure, flow cytometry; cells stimulated with thapsigargin and PMA;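 active = inhibition above about 55%, limit read from the data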
ABHD5-PLIN5 inh: inhibitors of human ABHD5-perilipin-5 interaction; Q00G26+Q8WTS1; Split G. princeps luciferase complementation, luminescence, 4 h; inhibition, % at 4 µM; 360,000 tested, 0.78% active; AID 602281;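 active = inhibition above the mean inhibition across every tested compound plus 3 SD, cut at about 22% in these data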;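 also: 0% = DMSO only wells and the 100% control is not disclosed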
Cardio protect: protects H9c2 cardiomyocytes from peroxide injury; AID 588492; H2O2 injury protection, ATPLite, 2 h; 360,000 tested, 0.63% active; protection from H2O2 cell death, % at 20 µM;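 active = compounds giving at least 50% protection of heart cells from peroxide-induced death in the single-dose screen, raw or plate-pattern-corrected value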;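 also: 0% = DMSO wells with peroxide and 100% = DMSO wells without peroxide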
MC4R barr agon: human MC4R agonism via beta-arrestin; P32245; U2OS MC4R beta-arrestin complementation, luminescence; percent of melanotan II response, DMSO zero; activation, % at 8.9 µM; 360,000 tested, 0.98% active; AID 540308;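 active = activation above a per-plate cutoff, the mean activation of sample wells on that plate plus 3 SD, cut at about 8% in these data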
ABCB6 inh MLPCN: inhibitors of human ABC transporter ABCB6. Q9NP58. K562-ABCB6 porphyrin accumulation, flow cytometry, 1 h; active compounds read low. fluorescence ratio to DMSO, % at 10 µM. 360,000 tested, 0.19% active;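 active = fluorescence ratio to DMSO below 75%, the collection mean minus 3 SD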;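 also: signal is porphyrin accumulated inside mitochondria; 100% equals median channel fluorescence of DMSO control wells; lower ratio means ABCB6 inhibition with less porphyrin fluorescence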
CaV13 FRET inh: Disruptors of the CACNA1D IQ motif to Ca2+-dependent inactivation inhibitor domain association, primary screening, Förster resonance energy transfer in intact living …; AID 743397; 340,000 tested, 0.098% active; inhibition, % at 12.3 µM; HEK cells, CFP/YFP FRET ICDI-IQ, plate reader, 10 min; percent FRET-ratio fall versus neutral wells;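 active = mean replicate inhibition of at least 30% and at least 1% of replicates passing that level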;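 also: 0% = median of the neutral control wells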
N-glyco inh: blocks N-linked glycosylation in D54 reporter cells; D54 ERlucT glycosylation luciferase reporter, 24 h; percent of 100 nM tunicamycin response; reporter increase, % at 12.5 µM; 360,000 tested, 0.23% active; AID 588692;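 active = mean luciferase reporter signal, scaled so untreated is 0 and the glycosylation-blocking control 100, at or above a set limit in every replicate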;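 also: luciferase carries N-glycosylation sites so blocking glycosylation raises the light; 0% = median of neutral control wells and 100% = median of 100 nM tunicamycin wells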
MC4R antag cAMP: blocks human MC4R cAMP signaling; 360,000 tested, 0.48% active; AID 540295; P32245; MC4R-expressing cells, MTII-stimulated cAMP, LANCE TR-FRET; inhibition, % at 6.5 µM;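 active = inhibition above its plate's cutoff, the mean of tested wells on that plate plus 3 SD, cut at about 29% in these data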;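 also: 0% = Melanotan II alone and 100% = Melanotan II plus saturating MCL0020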
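material = U2OS cells stably expressing human melanocortin 4 receptor (MC4R) | also added = Melanotan II challenge | dosing = single nominal compound dose of 6.5 µM | detection = TR-FRET with Eu-cAMP and labeled anti-cAMP, 671 nm | replication = singlicate | timing = compound 30 min, challenge 1 h, detection 1 h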
* marks the source's active call; other numbers are inactive results; / = not tested or not shown.

SMILES | PDI inh | m5-HT2A agonist | Granule exo inh | ABHD5-PLIN5 inh | Cardio protect | MC4R barr agon | ABCB6 inh MLPCN | CaV13 FRET inh | N-glyco inh | MC4R antag cAMP
CCCCN(C(=O)c1ccc(S(=O)(=O)N(C)C)cc1)c1nc2ccccc2s1 | 0.5 | 0.9 | 0.0 | 1.4 | -16.2 | 2.1 | 96.0 | -6.0 | -7.9 | -1.9
COc1ccc(C(=O)N2CCOC23CCN(c2ncccn2)CC3)cc1 | 0.5 | 2.7 | -0.4 | -6.5 | 1.5 | -2.5 | 101.0 | -3.9 | 1.5 | -4.2
COc1ccc(C(=O)c2cnc[nH]2)cc1 | -0.1 | 5.9 | -1.0 | -2.7 | -3.9 | 0.6 | 99.0 | -4.8 | -0.5 | -5.5
COc1ccc(CNC(=O)COC(=O)c2nc3nc(C)cc(C)n3n2)cc1 | 1.8 | 3.9 | -3.5 | -4.0 | 2.3 | -0.8 | 99.0 | -2.2 | 2.2 | 0.0
O=C(CCNS(=O)(=O)c1ccc2c(c1)CCC(=O)N2)Nc1ccc2c(c1)OCCO2 | 5.2 | 1.6 | 0.7 | -5.5 | 5.6 | 1.7 | 94.0 | -4.1 | -5.5 | -1.1
Cc1ccc(NC(=O)/C(Cl)=C\c2ccccc2)cc1 | 3.3 | -1.4 | -6.8 | -10.6 | -13.5 | -1.8 | 99.0 | -2.0 | -16.8 | 4.2
CCNc1nc(NCC)n2c(SCC(=O)Nc3ccccc3OC(F)F)nnc2n1 | -10.4 | -5.4 | -29.1 | -5.3 | 4.5 | -1.4 | 96.0 | -5.4 | -1.6 | 0.8
CCOc1ccc(N(CC(=O)NCc2ccc(F)cc2)C(=O)c2ccco2)cc1 | -7.4 | -2.2 | 3.4 | 2.7 | -1.9 | 0.9 | 88.0 | -3.2 | 1.4 | -1.0
COc1ccc(-c2cc(C3CCN(CC(O)C(F)(F)F)CC3)[nH]n2)cc1 (centres undefined) | 9.5 | -4.3 | -4.8 | 7.2 | 7.9 | 0.5 | 99.0 | -17.5 | -8.0 | 1.3
Cc1ccc(S(=O)(=O)NCCNC(C)c2ccc(Br)cc2)cc1 (centres undefined) | -5.2 | -18.4 | -3.6 | 5.0 | -7.9 | 3.4 | 96.0 | -4.5 | -0.8 | 11.1
Cc1noc(C)c1C(=O)N1CCN(c2cccc(Cl)c2)CC1 | 7.5 | -4.1 | 0.4 | 0.6 | 5.4 | -1.6 | 102.0 | -4.3 | 2.3 | 0.0
CN(Cc1ccccc1)C(=O)c1cc(S(=O)(=O)N2CCOCC2)cn1C | / | 1.8 | 1.0 | 2.5 | 2.6 | -0.1 | 94.0 | -6.1 | -0.4 | 4.5
Cc1cccc(NC(=O)C(=O)C2C(=O)Nc3ccccc32)c1 (centres undefined) | -1.5 | 3.7 | -1.7 | 0.8 | -1.8 | -2.1 | 94.0 | -15.9 | 4.6 | 0.4
O=C(NCc1ccc2c(c1)OCO2)c1c(O)nc2sccn2c1=O | 10.6 | 3.1 | -9.6 | -0.9 | -5.7 | -0.4 | 91.0 | -3.9 | 1.0 | 0.8
CC(=O)NC(c1ccccc1)c1nc2ccccc2[nH]1 (centres undefined) | -2.7 | 3.0 | 1.8 | -0.6 | 0.2 | 1.0 | 91.0 | -5.1 | 1.1 | 5.6
COc1ccccc1CNC(=O)COC(=O)c1cccc(-n2cnnn2)c1 | 3.1 | 5.5 | -7.8 | 1.9 | 11.9 | -0.3 | 107.0 | -2.1 | 0.9 | 7.8
O=C(Cn1ncc(Cl)c(Cl)c1=O)N1CCN(S(=O)(=O)c2ccc3ccccc3c2)CC1 | -0.6 | -1.1 | 38.2 | 2.6 | -20.8 | -1.1 | 97.0 | -5.4 | -17.0 | 49.6*
O=C(c1ccco1)N1CCN(C(=O)c2ccc(CS(=O)c3cccc(Cl)c3)o2)CC1 (centres undefined) | -8.0 | -5.8 | -0.4 | 1.5 | 9.9 | -1.4 | 97.0 | -14.1 | -0.1 | 11.6
COc1ccccc1N(CC(=O)NCc1ccco1)S(C)(=O)=O | 2.1 | 2.2 | 0.1 | 0.8 | -2.1 | -2.1 | 105.0 | 1.9 | 0.6 | -1.4
O=C(Nc1ccc(C(=O)N2CCN(c3ccccn3)CC2)cc1)c1ccc(Br)o1 | -4.6 | 8.1 | -1.8 | -0.8 | -4.6 | -0.4 | 97.0 | -10.0 | 0.4 | 2.7

Reprinted from the part before: two entries, then new ones.
SMILES | PDI inh | m5-HT2A agonist | Granule exo inh | ABHD5-PLIN5 inh | Cardio protect | MC4R barr agon | ABCB6 inh MLPCN | CaV13 FRET inh | N-glyco inh | MC4R antag cAMP
COc1ccccc1N(CC(=O)NCc1ccco1)S(C)(=O)=O | 2.1 | 2.2 | 0.1 | 0.8 | -2.1 | -2.1 | 105.0 | 1.9 | 0.6 | -1.4
O=C(Nc1ccc(C(=O)N2CCN(c3ccccn3)CC2)cc1)c1ccc(Br)o1 | -4.6 | 8.1 | -1.8 | -0.8 | -4.6 | -0.4 | 97.0 | -10.0 | 0.4 | 2.7
CCc1cc(C)cc(OCCNC(=O)c2cncc(Br)c2)c1 | 1.9 | -2.1 | -3.0 | -4.3 | 5.8 | -2.8 | 102.0 | -4.6 | -1.0 | -2.9
CCc1ccc2oc(=O)cc(CN3CCCCC3)c2c1 | 0.9 | 10.6 | -13.2 | 2.8 | -4.0 | -0.2 | 93.0 | -3.1 | -2.5 | -3.4
Cc1cc(C(=O)N=Nc2c(O)n(C(C)C)c3ccccc23)n[nH]1 | -8.7 | -0.6 | 3.5 | -1.6 | 17.7 | -0.6 | 102.0 | / | 5.0 | 0.3
CC(=O)OC[C@H]1COc2ccc3ccccc3c2[C@H]1N(C)C(C)=O | 6.2 | -1.1 | -4.9 | 2.6 | 3.5 | -2.2 | 99.0 | / | 2.3 | 5.0
O=c1c([N+](=O)[O-])c[nH]c2ccccc12 | 1.4 | -2.2 | -3.9 | 3.2 | -1.1 | -2.9 | 88.0 | -3.0 | -1.0 | 6.4
CNC(=O)COC(=O)/C=C/c1c(C)nn(-c2ccccc2)c1C | -4.0 | -3.5 | -1.6 | -4.2 | 6.0 | -0.7 | 93.0 | -3.1 | 1.6 | 9.3
Nc1cccc2c1C(=O)N(Cc1cccc(Cl)c1)C2=O | -4.8 | -7.0 | -1.8 | -3.4 | -1.9 | 0.0 | 93.0 | -13.6 | -4.9 | 4.0
Cc1ccc(CNC(=O)CSc2nnc3c(n2)[nH]c2ccc(F)cc23)cc1 | -0.2 | 1.7 | -12.9 | 3.6 | 0.1 | -1.0 | 97.0 | -6.5 | -1.1 | 17.3
CCOC(=O)c1ccc(Nc2cc(C)nc3ncnn23)cc1 | 2.0 | -2.5 | -3.2 | -0.4 | 0.6 | -1.4 | 100.0 | -3.6 | 3.3 | 4.5
Cc1ccc(S(=O)(=O)N[C@H](C(=O)N2CCC(C(=O)NCC(=O)O)CC2)C(C)C)cc1 | -3.2 | 1.4 | -2.3 | -1.3 | 0.4 | 2.9 | 107.0 | / | 2.3 | 0.7
Cc1cccc(NC(=S)c2nc3ccccc3s2)c1 | -0.2 | 2.7 | -15.6 | -1.5 | -21.3 | -1.2 | 105.0 | -0.8 | -2.5 | 5.8
CCCCC(=O)Nc1c(O)c2ccccc2[nH]c1=O | -4.0 | 1.7 | -4.1 | -16.1 | -0.5 | -0.8 | 99.0 | -8.0 | -0.1 | 13.3
CN(CC(=O)Nc1ccc(N2CCOCC2)cc1)CC(=O)Nc1ccc(C(F)(F)F)cc1 | 9.9 | -3.4 | -4.2 | -0.5 | -4.2 | 0.3 | 100.0 | -2.1 | -6.4 | 11.5
Cc1cc(C)nc(N2CCN(c3nnnn3-c3ccccc3)CC2)n1 | -22.9 | 2.1 | 0.0 | 2.6 | -2.4 | 0.9 | 91.0 | -3.9 | 0.5 | 10.8
COC(=O)C1=CN(c2ccc(F)cc2)C(N)=C(C#N)C1c1ccc(-c2ccccc2)cc1 (centres undefined) | / | -5.5 | 3.0 | 2.5 | / | / | / | -7.5 | / | /
CC(=O)Nc1ccc(S(=O)(=O)N(C)CC(=O)OC(C)C(=O)NC2CCCCC2)cc1 (centres undefined) | -1.6 | 4.1 | -5.2 | -6.3 | -1.7 | -1.8 | 98.0 | -6.7 | 0.7 | 13.9
CC(C)COc1ccc(C(=O)NC(=S)Nc2ccc(CN3CCOCC3)cc2)cc1 | -0.2 | 1.6 | -0.6 | -12.1 | -6.2 | -2.9 | 100.0 | 2.9 | 1.2 | -1.2
Oc1oc(-c2ccco2)nc1C=Nc1ccccc1 | 7.5 | 5.7 | 0.6 | 17.2 | -1.1 | 2.8 | 99.0 | -8.9 | -1.2 | -19.2
N#Cc1nccc2ccc(OCc3ccc(Br)cc3)cc12 | -0.8 | -3.0 | -0.4 | -11.0 | 1.5 | 0.8 | 103.0 | -9.9 | -0.6 | 6.4
COc1ccc(CC(=O)Nc2cc(S(C)(=O)=O)ccc2Cl)cc1S(=O)(=O)N1CCOCC1 | -4.0 | -2.6 | 2.8 | -4.7 | 9.4 | -0.6 | 100.0 | -5.6 | 0.0 | 1.5
Cc1ccc(C(=O)N(CC(=O)NC2CCCCC2)c2ccccc2C)s1 | -0.3 | -1.7 | -5.4 | -4.2 | 0.5 | -1.2 | 95.0 | -8.3 | -2.4 | -2.4
CCN(CC)Cc1cc(NC2=NS(=O)(=O)c3ccccc32)ccc1OC(=O)c1ccccc1 | -4.8 | -7.2 | -1.2 | -2.3 | 15.0 | -1.9 | 101.0 | -4.4 | 1.1 | -0.3
COc1ccc(C(=O)Oc2cc(/C=N/NS(=O)(=O)c3ccc(C)cc3)ccc2OC)cc1 | -9.2 | -1.1 | -2.9 | 3.3 | -11.1 | 4.8 | 96.0 | / | -0.8 | -6.2
CCC(C)(C)NC(=O)CN(C(=O)CNS(=O)(=O)c1ccc(F)cc1)c1ccc2c(c1)OCCO2 | 6.8 | 5.3 | -2.2 | 4.8 | 1.8 | 1.7 | 95.0 | -7.1 | 0.1 | 11.3
Cc1ccccc1OC(=O)c1cccnc1 | -6.1 | -2.7 | -2.1 | 0.2 | -2.4 | -1.4 | 100.0 | -5.2 | 0.9 | 7.5
CC(=O)CCc1ccc(OCCCCN2CCC(Cc3ccccc3)CC2)cc1 | 4.9 | -2.1 | 1.9 | 4.4 | -3.6 | -2.1 | 99.0 | -1.1 | 0.9 | -5.9
Cc1oc(-c2cccc(Cl)c2)nc1CN1CCC(C(=O)NCc2ccco2)CC1 | 13.1 | 7.2 | -1.9 | 6.3 | -1.3 | -1.0 | 105.0 | -5.3 | -1.2 | 8.0
O=C(Nc1ccc(Cl)cc1)c1csc([C@@H]2C[C@H](O)[C@@H](CO)O2)n1 | 1.6 | 1.8 | 1.7 | 1.8 | -3.0 | -1.3 | 106.0 | -5.3 | -0.7 | -5.7
COc1ccc(O)c(/C=N/NC(=O)c2ccc(OCc3cccc(Br)c3)cc2)c1 | 2.8 | -1.2 | -1.0 | -2.8 | 25.2 | 0.1 | 98.0 | -5.9 | -6.6 | -4.2
Cc1cccc(NC(=S)NNC(=O)c2ccc(O)cc2O)c1C | -2.3 | -0.9 | -0.5 | -2.5 | 3.1 | 1.2 | 98.0 | -4.3 | -0.2 | 0.8

No enrichment for hits. About 4.2% of those tested had a hit in this group.
